XiGFP reactiv: X-chromosome reactivation activator; activation, % at 7.58 µM; XiGFP mouse fibroblasts, % GFP-positive cells imaging, 3 d; cells co-treated with 5-aza-dC sensitizer; scaled so ellipticine positive control = 100%; AID 743238; 0.055% of 360,000 active;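 active means mean normalized replicate activation at least 10% and every replicate at or above 10%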;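 further: 0% = median of on-plate neutral control wells and 100% = ellipticine 6 µM median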
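System: XiGFP fibroblasts, SV40-immortalized. Medium: DMEM plus 5-aza-dC sensitizer. Doses: single point. Timing: 3 d treatment, 15 min room-temperature fixation. Control set: ellipticine 6 µM.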
SIRT5 inh: inhibitors of human sirtuin-5 desuccinylase | 1.1% of 330,000 active | inhibition, % at 15 µM | Purified SirT5, succinyl-peptide AMC, trypsin-coupled fluorescence | Q9NXA8; in the data active means inhibition above about 15%
PGC1a acetyl inh: lowers PGC1a acetylation signal in U2OS cells; AlphaScreen anti-acetyl-lysine; with virally co-expressed GCN5 acetyltransferase; inhibition, % at 15.6 µM; 0.17% of 350,000 active; AID 651687;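 active means every replicate shows inhibition of at least 40%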;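 further: 0% = neutral control wells and 100% = positive control wells; some results beyond the cut were filed as inactive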
Cneo AK release: Cryptococcus neoformans lysis via adenylate kinase release; C. neoformans lysis, adenylate kinase release luminescence, 4 h; normalised: neutral wells 0, clomiphene wells 100; lysis activity, % at 15 µM; 0.2% of 360,000 active; AID 651654;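 active means mean lysis activity across replicates of at least 80%, whatever share of replicates individually reach that level; inactive means mean lysis activity below 80%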
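read-out = cell lysis signal | test system = log-phase Cryptococcus neoformans yeast cells | input = cells at 5 × 10^6 per mL | medium = fresh YPD growth medium | signal = luminescent adenylate kinase detection reagent | timing = 4 h at 37 °C static, read 1 h later | dosing = single dose | controls = Clomiphene as positive lysis control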
ERAP1 inh: blocks human ERAP1 aminopeptidase activity. recombinant ERAP1, Leu-AMC fluorescence, 60 min. inhibition, % at 10.7 µM. 0.15% of 340,000 active. AID 652197;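 active means mean replicate inhibition of at least 30%, or all replicates individually reaching that 30% level; inactive means mean below 30% and not every replicate reaching it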;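 further: 0% = neutral control wells and 100% = L-leucinethiol positive control wells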
Target sequence (Q9NZ08 whole entry, looked up): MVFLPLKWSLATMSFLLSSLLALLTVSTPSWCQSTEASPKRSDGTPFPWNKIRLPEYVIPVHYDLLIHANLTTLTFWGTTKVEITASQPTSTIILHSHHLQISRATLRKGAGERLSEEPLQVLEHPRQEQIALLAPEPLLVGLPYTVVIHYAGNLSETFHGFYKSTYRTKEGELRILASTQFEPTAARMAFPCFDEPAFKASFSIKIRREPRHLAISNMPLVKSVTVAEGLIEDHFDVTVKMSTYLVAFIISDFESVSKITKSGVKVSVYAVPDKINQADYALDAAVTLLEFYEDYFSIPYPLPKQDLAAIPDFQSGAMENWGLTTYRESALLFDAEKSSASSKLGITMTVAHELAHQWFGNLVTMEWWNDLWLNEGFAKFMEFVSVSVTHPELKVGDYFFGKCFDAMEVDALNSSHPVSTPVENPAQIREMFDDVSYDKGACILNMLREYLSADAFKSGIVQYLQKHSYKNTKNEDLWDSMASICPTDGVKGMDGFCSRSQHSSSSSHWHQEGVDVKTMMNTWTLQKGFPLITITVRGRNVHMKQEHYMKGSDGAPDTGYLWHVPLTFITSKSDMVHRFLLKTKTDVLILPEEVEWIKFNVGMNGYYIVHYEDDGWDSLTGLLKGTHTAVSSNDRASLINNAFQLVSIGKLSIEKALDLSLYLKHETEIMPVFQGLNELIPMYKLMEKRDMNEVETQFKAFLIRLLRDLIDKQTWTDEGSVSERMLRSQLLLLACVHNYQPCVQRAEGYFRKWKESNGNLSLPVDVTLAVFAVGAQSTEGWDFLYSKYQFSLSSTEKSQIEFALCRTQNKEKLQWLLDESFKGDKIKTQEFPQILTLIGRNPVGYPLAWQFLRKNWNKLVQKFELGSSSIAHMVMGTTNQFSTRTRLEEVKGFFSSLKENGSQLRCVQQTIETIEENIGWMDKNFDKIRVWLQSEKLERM
S100A4 inh HTS: blocks human S100A4 binding to myosin IIA peptide. P26447. S100A4/TAMRA-MyoIIA peptide fluorescence polarization. inhibition, % at 10.7 µM. 0.14% of 360,000 active. AID 652163;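 active means mean inhibition of at least 70% across replicates, with every replicate also reaching that level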
Target sequence (P26447 whole entry, looked up): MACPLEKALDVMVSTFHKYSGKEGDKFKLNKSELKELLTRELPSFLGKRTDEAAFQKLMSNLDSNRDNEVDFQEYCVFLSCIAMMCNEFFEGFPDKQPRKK
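Material: S100A4 monomer protein | Medium: HEPES pH 7.2 with CaCl2, KCl, NaCl, DTT, Triton | Reagent: Labelled myosin peptide probe, 5 nM | Doses: One dose per compound | Times: 5 min incubation before reading | Benchmarks: Neutral control DMSO, positive control TFP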
LGR2 inh: inhibitors of bursicon-induced Drosophila LGR2 receptor cAMP signaling; HEK293 LGR2, CRE-luciferase, bursicon-stimulated, 4 h; inhibition, % at 9.99 µM; 0.35% of 380,000 active; AID 720647;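 active means drop in luminescence signal, shown as inhibition above about 50% in the replicate tests, limit read from the data, passing the limit was not always enough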;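 further: agonist challenge used bursicon conditioned medium at about half maximal strength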
Statin myotox sup: suppression of simvastatin myotoxicity; C2C12 myotubes + simvastatin, ATP luminescence, 48 h; scaled: DMSO 0, geranylgeraniol control 100; rescue of ATP level, % at 7.49 µM; 0.78% of 330,000 active;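 active means mean ATP rescue above about 67%, or every replicate alone reaching that limit, limit read from the data, passing the limit was not always enough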;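 further: myotubes were challenged with 10 µM simvastatin during compound exposure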
Active calls of the source: *; / = no result given; & = joins results of further samples. Not all compounds are listed (hit frequency here may not be typical).

SMILES	XiGFP reactiv	SIRT5 inh	PGC1a acetyl inh	Cneo AK release	ERAP1 inh	S100A4 inh HTS	LGR2 inh	Statin myotox sup
C[C@H](CO)N1C[C@H](C)[C@H](CN(C)S(=O)(=O)c2ccc(F)cc2)OCCCC[C@H](C)Oc2ccc(NC(=O)CCC(F)(F)F)cc2C1=O	0.1	5	11	3	-6	-2	-9	/
CNC[C@H]1Oc2cc(-c3ccccc3F)ccc2S(=O)(=O)N([C@@H](C)CO)C[C@@H]1C	0.1	-2	6	-4	3	-10	-14	0
COc1ccc(C)cc1NC(=O)C1CCCN(S(=O)(=O)c2cccnc2)C1 (configuration not stated)	0.2	-3	7	-1	1	6	-3	1
CC(C)n1c(=O)c2ccccc2n1Cc1cn(-c2ccccc2)nn1	-0.2	-13	-3	1	1	-2	0	-1
CC(=O)NC(Cc1ccccc1)C(=O)NC1CCN(C(=O)NCc2ccccc2)CC1 (configuration not stated)	0.1	8	7	-6	1	-4	4	-11
C=CCC(CC(O)COCCC)C(=O)NNC(=S)Nc1ccccc1 (configuration not stated)	0.0	-1	4	/	5	1	-44	/
CCOC(=O)/C(C#N)=N\Nc1ccc(S(=O)(=O)Nc2nc(C)cc(C)n2)cc1	0.2	/	-4	-1	/	/	9	/
O=C(NCC1OCCCN1S(=O)(=O)c1cc(F)ccc1F)C(=O)NC1CCCCCC1 (configuration not stated)	0.4	-1	/	/	-2	0	10	/
COc1ccc(S(=O)(=O)N2CC(C(=O)O)Oc3ccc(Cl)cc32)cc1 (configuration not stated)	-0.1	-11	4	-1	-6	1	11	-2
COc1ccccc1OC[C@H](O)CO	-0.1	-9	-5	1	-2	3	10	-7
O=C(O)C[C@H]1C[C@H]2c3cc(NC(=O)c4ccc5c(c4)OCO5)ccc3O[C@H]2[C@H](CO)O1	0.5	7	5	1	-3	14	-14	-6
C[C@@H]1CN([C@@H](C)CO)C(=O)Cc2cc(NC(=O)Cc3cn(C)c4ccccc34)ccc2O[C@@H]1CN(C)Cc1ccncc1	-0.3	3	-3	1	4	-6	-16	18
O=C(Nc1ccc(Cl)cc1Cl)N1CCN(c2ncccn2)CC1	-0.1	0	/	0	5	-1	-31	10
COc1ccc(CN2C=C3C(=O)C(C)(OC(=O)CCc4ccccc4)C(=O)C=C3C=C2c2ccc(C#N)cc2)cc1 (configuration not stated)	0.1	4	19	-1	1	0	5	-1
COc1cc(O)c(C(CC(=O)N2CCCC2)c2cc(OC)c(OC)c(OC)c2)c(OC)c1 (configuration not stated)	0.1	2	/	-1	4	-5	6	1
O=C(O)C1CCCCC1C(=O)Nc1ccc(S(=O)(=O)N2CCCCC2)cc1 (configuration not stated)	0.0	-2	12	3	-3	0	-21	-35
Cc1noc(C)c1NC(=O)N[C@H]1CC[C@H](CC(=O)NCCCN(C)C)O[C@@H]1CO	0.1	2	6	-1	-2	-4	0	-31
C[C@H](NC(=O)C1CCN(S(=O)(=O)c2ccccc2)CC1)C(=O)NCc1ccc(Cl)c(Cl)c1	0.1	0	3	-7	1	2	-5	2
Cc1ccsc1C1Nc2ccc3ncccc3c2C2=C1C(=O)CCC2 (configuration not stated)	/	3	-7	-2	-4	4	-6	79*
CN(Cc1cccnc1)C(=O)CC1C(=O)NCCN1Cc1ccc(-c2ccccc2)cc1 (configuration not stated)	-0.1	-1	6	/	-3	22	8	5
C[C@H](CO)N1C[C@H](C)[C@H](CN(C)Cc2ccc(C(=O)O)cc2)OCCCC[C@H](C)Oc2ccc(NS(=O)(=O)c3cn(C)cn3)cc2C1=O	-0.1	/	10	2	/	/	-11	/
COc1ccc(C=O)cc1Cn1ccnc1	0.2	1	/	-1	-2	-6	12	/
Cc1ccc(-c2cc(C(=O)Nc3c(C)n(C)n(-c4ccccc4)c3=O)c3ccccc3n2)cc1	0.2	/	10	2	0	2	/	62
CC(Oc1ccc2c(-c3ccccc3)cc(=O)oc2c1)C(=O)N1CCC[C@@H]1C(N)=O (some centres not stated)	/	-2	-6	0	-2	0	-19	-2
C[C@H](CO)N1C[C@H](C)[C@H](CN(C)C(=O)C2CCC2)Oc2ncc(-c3ccc(F)cc3)cc2C1=O	-0.9	-4	10	-3	-2	1	0	-2

The listing continues:
SMILES	XiGFP reactiv	SIRT5 inh	PGC1a acetyl inh	Cneo AK release	ERAP1 inh	S100A4 inh HTS	LGR2 inh	Statin myotox sup
COc1ccc(OC)c(NC(=O)c2cccnc2)c1	0.2	-11	-10	0	0	-1	-13	-7
Nc1c(C(=O)Nc2cccc(F)c2)nnn1-c1ccc2c(c1)OCCO2	-0.1	-4	/	-1	-7	-5	-6	-42
Cc1nnc(N/N=C/c2ccc(Br)cc2)n1N	0.0	5	/	0	3	2	-9	13
CCCN1[C@H](C(=O)N[C@H](C)c2ccccc2)[C@@H](CO)[C@@H]2Cn3c(ccc(-c4ccccc4)c3=O)[C@@H]21	1.1	-3	/	0	1	0	7	33
C[C@@H]1COC(=O)[C@@H](CC(=O)OC(C)(C)C)C/C=C\C[C@H](CC(=O)NCCO)C(=O)N1	-0.1	/	/	3	/	-1	-4	-5
CC(COc1ccc(C(C)C)cc1)NC(=O)c1ccc(Br)o1 (configuration not stated)	0.2	-9	/	3	0	0	-2	-2
Cc1ccc(S(=O)(=O)N(C)CC(=O)Nc2nnc(CC(C)C)s2)cc1	0.2	-1	/	0	3	-7	0	/
CN(C(=O)c1ccc(N2CCCCC2)c([N+](=O)[O-])c1)C1(C)CCS(=O)(=O)C1 (configuration not stated)	-0.1	2	-20	0	6	-5	-16	/
COc1cccc(CN(C)C(=O)C2CCCN(C(=O)c3ccc(Cl)cc3)C2)c1 (configuration not stated)	0.0	-4	-1	-1	-10	-10	-2	-3
CCc1cnc(N2[C@H](C#N)[C@H](c3ccc(-c4cccc(F)c4)cc3)[C@@H]2CO)s1	-0.1	-1	-22	-6	2	-1	10	11
O=C(C(=O)c1ccc(O)cc1)c1ccccc1	0.1	3	/	/	0	-1	18	-7
CCc1cc2c(Nc3ccc(O)cc3)nc(C)nc2s1	-0.1	-3	-9	3	1	0	2	-2
CC(=O)c1cccc(N(CC(=O)Nc2cccnc2)S(C)(=O)=O)c1	/	-6	-1	0	1	-3	-2	6
C=C(C)COc1ccc(-c2[nH]ncc2-c2ccc(OC)cc2)c(O)c1	0.5	-4	/	/	2	-2	1	/
COc1ccc(OC)c(S(=O)(=O)NC(C)c2cnn(-c3ccccn3)c2C)c1 (configuration not stated)	0.0	-1	/	1	-10	2	-1	12
C[C@H](CO)N1C[C@H](C)[C@@H](CN(C)C(=O)Nc2cccc3ccccc23)Oc2c(NC(=O)C3CC3)cccc2C1=O	0.2	7	/	3	-4	1	8	2
CCCC#Cc1cnc2c(c1)C(=O)N([C@@H](C)CO)C[C@H](C)[C@@H](CN(C)Cc1cccnc1)O2	-0.9	-8	-8	0	0	9	1	/
CCN(CC)Cc1c(O)ccc2cc(-c3nc4ccccc4n3C)c(=O)oc12	0.1	-110	6	2	91*	2	0	-3
O=C(O)c1cnc(-c2ccccc2)nc1Oc1ccccc1	0.0	/	4	-1	2	-2	12	0
CCCNC(=S)N1CCC(c2nc3cc(C)c(C)cc3[nH]2)CC1	/	/	-4	-3	/	/	8	-7
O=c1oc(CCCO)cc2ccc(C#CC3(O)CCCCC3)cc12	0.0	/	6	-4	0	12	-22	-12
COc1ccc(/C=C/C(=O)OCC(=O)NC(C)CCc2ccccc2)cc1 (configuration not stated)	0.0	/	10	-1	-1	1	-19	6
O=C1CCC/C=C/C[C@@H](CC(=O)N(CCO)Cc2ccccc2)C(=O)NC[C@@H](c2ccccc2)O1	0.0	1	/	1	-1	3	8	1
C[C@H](CO)N1C[C@H](C)[C@@H](CN(C)S(=O)(=O)c2ccc(F)cc2)OCc2cn(nn2)CCCC1=O	-0.1&0.5	0	-2&-6	-1&-2	-3&-1	-1&3	6	0&21
Cc1ccc(NS(=O)(=O)c2ccc(-c3coc(C)n3)cc2)c(Br)c1	0.1	-1	-3	2	-2	-2	-16	3
C[C@@H]1CN([C@@H](C)CO)C(=O)c2cc(NC(=O)Nc3ccc(F)cc3)ccc2O[C@@H]1CN(C)S(=O)(=O)c1cn(C)cn1	0.1	5	0	-3	-1	6	12	-34
COc1ccc(CC(=O)NC(C)c2nnc(SCCOc3ccc(OC)cc3)n2C)cc1 (configuration not stated)	/	29*	-6	1	-4	-1	5	3
O=C(NCCc1c[nH]c2ccccc12)c1cnc2sccn2c1=O	0.0	-1	-2	-1	3	-5	-35	/

Rewritten with bars between the fields: twelve of the compounds above.
structure | XiGFP reactiv | SIRT5 inh | PGC1a acetyl inh | Cneo AK release | ERAP1 inh | S100A4 inh HTS | LGR2 inh | Statin myotox sup
CCc1cc2c(Nc3ccc(O)cc3)nc(C)nc2s1 | -0.1 | -3 | -9 | 3 | 1 | 0 | 2 | -2
CC(=O)c1cccc(N(CC(=O)Nc2cccnc2)S(C)(=O)=O)c1 | / | -6 | -1 | 0 | 1 | -3 | -2 | 6
C=C(C)COc1ccc(-c2[nH]ncc2-c2ccc(OC)cc2)c(O)c1 | 0.5 | -4 | / | / | 2 | -2 | 1 | /
COc1ccc(OC)c(S(=O)(=O)NC(C)c2cnn(-c3ccccn3)c2C)c1 (configuration not stated) | 0.0 | -1 | / | 1 | -10 | 2 | -1 | 12
C[C@H](CO)N1C[C@H](C)[C@@H](CN(C)C(=O)Nc2cccc3ccccc23)Oc2c(NC(=O)C3CC3)cccc2C1=O | 0.2 | 7 | / | 3 | -4 | 1 | 8 | 2
CCCC#Cc1cnc2c(c1)C(=O)N([C@@H](C)CO)C[C@H](C)[C@@H](CN(C)Cc1cccnc1)O2 | -0.9 | -8 | -8 | 0 | 0 | 9 | 1 | /
CCN(CC)Cc1c(O)ccc2cc(-c3nc4ccccc4n3C)c(=O)oc12 | 0.1 | -110 | 6 | 2 | 91* | 2 | 0 | -3
O=C(O)c1cnc(-c2ccccc2)nc1Oc1ccccc1 | 0.0 | / | 4 | -1 | 2 | -2 | 12 | 0
CCCNC(=S)N1CCC(c2nc3cc(C)c(C)cc3[nH]2)CC1 | / | / | -4 | -3 | / | / | 8 | -7
O=c1oc(CCCO)cc2ccc(C#CC3(O)CCCCC3)cc12 | 0.0 | / | 6 | -4 | 0 | 12 | -22 | -12
COc1ccc(/C=C/C(=O)OCC(=O)NC(C)CCc2ccccc2)cc1 (configuration not stated) | 0.0 | / | 10 | -1 | -1 | 1 | -19 | 6
O=C1CCC/C=C/C[C@@H](CC(=O)N(CCO)Cc2ccccc2)C(=O)NC[C@@H](c2ccccc2)O1 | 0.0 | 1 | / | 1 | -1 | 3 | 8 | 1
